From PubChem
Nrf2 block – Nrf2 pathway inhibition. A549 ARE-Fluc reporter, luciferase luminescence, 18-24 h. Potency, µM (doses to about 46 µM), for the others: top-dose activity change, negative = inhibition, usual class: inhibitors. 360,000 tested, 2.1% active. AID 504444; also: potency is read from the fitted curve at half-maximal effect; % is scaled to controls: 0 for no effect and ±100 for the full control effect; nearly all actives have a fitted effect of over 60% in size
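Quantitative HTS in A549 cells stably bearing an antioxidant response element-firefly luciferase construct. Inhibition of Nrf2-driven transcription was scored by luminescence after 18-24 h of compound exposure at 37 °C.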
A549 tox – kills or reduces viability of A549 cells in Nrf2 counter-screen; A549 ARE-Fluc cells, CellTiter-Fluor viability, 18-24 h; Potency, µM (doses to about 46 µM), inactives show top-dose activity change, negative = cytotoxicity, actives largely listed as inhibitors; 390,000 tested, 0.16% active; AID 504648; also: potency is read from the fitted curve at half-maximal effect; % is scaled to controls: 0 for no effect and ±100 for the full control effect
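Cytotoxicity counterscreen: CellTiter-Fluor fluorescence was measured in A549 ARE_Fluc cells after 18-24 h of compound exposure in a concentration series. The subsequent BugLite luminescent read reports ARE-luciferase activity.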
IL2 activator – IL-2 activation; IL-2 activation reporter assay, cell-based qHTS; stimulated with anti-CD3/CD4/CD28 beads; in transgenic mouse T cells; activation, % (series mostly up to about 46 µM); 360,000 tested, 0.065% active; in the data active = activation above about 50%; inconclusive = mostly about 30% to 49%; also: 0% is about no effect
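Unstimulated transgenic mouse T cells preincubated 60 min with compound, then stimulated with anti-CD3/anti-CD4-coated beads plus anti-CD28 for 18 h at 37 degrees C. IL-2 response read as EGFP and DsRed fluorescence by plate cytometry.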
ATXN viability – viability counter-screen for ATXN expression inhibitors. S2 cells (HEK-293 line with an ATXN2-luciferase reporter) viability, CellTiter-Fluor protease fluorescence, 24 h. Potency, µM (highest dose often 56.7 µM), hits mostly cytotoxic. 400,000 tested, 0.49% active. AID 651635; also: potency is read from the fitted curve at half-maximal effect; nearly all actives have a fitted effect of over 40% in size
EPAC2 ag – activates human EPAC2 exchange factor | Q8WZA2 | 360,000 tested, 0.079% active | Potency, µM (titrated, usually from 154 µM), without a hit: at the top dose activation, most hits filed as activators | EPAC2 activation, biochemical qHTS; response scale: 100% = 6.5 mM cAMP response; also: potency is read from the fitted curve at half-maximal effect; nearly all actives have a fitted effect of over 50% in size
Target sequence (Q8WZA2 whole entry, looked up): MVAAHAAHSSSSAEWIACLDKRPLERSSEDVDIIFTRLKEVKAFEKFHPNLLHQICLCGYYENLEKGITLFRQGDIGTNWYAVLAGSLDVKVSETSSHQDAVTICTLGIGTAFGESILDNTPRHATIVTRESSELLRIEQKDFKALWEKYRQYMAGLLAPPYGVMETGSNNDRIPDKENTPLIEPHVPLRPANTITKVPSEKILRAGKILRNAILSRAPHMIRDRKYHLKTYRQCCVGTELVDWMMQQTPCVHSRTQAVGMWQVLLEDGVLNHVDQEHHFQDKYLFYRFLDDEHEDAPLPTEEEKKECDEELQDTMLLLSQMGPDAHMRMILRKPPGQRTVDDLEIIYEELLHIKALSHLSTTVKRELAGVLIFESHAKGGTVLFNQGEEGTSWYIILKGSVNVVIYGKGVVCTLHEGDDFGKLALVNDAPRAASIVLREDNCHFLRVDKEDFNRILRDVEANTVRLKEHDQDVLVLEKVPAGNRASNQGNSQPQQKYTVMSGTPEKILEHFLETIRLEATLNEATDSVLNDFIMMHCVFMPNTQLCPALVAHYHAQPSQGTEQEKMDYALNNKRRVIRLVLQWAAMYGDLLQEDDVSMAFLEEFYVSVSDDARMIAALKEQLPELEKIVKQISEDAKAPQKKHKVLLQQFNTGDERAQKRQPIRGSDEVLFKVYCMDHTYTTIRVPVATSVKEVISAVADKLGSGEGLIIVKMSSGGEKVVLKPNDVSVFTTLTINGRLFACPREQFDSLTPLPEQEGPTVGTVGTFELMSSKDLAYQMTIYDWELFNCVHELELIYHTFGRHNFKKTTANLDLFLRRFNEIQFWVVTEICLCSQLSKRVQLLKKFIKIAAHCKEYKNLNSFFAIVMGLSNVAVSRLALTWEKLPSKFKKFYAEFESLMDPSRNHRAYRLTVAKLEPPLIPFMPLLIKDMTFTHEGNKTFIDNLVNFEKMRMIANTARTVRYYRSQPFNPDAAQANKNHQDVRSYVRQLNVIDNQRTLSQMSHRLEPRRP
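In this primary screen, activation is scored as increased exchange of BODIPY-GDP from Rap1B by 100 nM EPAC2, with 50 uM GDP as competitor. Signal is normalized to the 6.5 mM cAMP agonist control.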
ATXN2 expr inh – inhibitors of ATXN2 expression; Potency, µM (series often up to 57 µM), without a hit: top-dose activity change, negative = inhibition, most hits filed as inhibitors; HEK-293 ATXN2-luciferase reporter, luminescence, 24 h; 360,000 tested, 0.72% active; AID 1745845; also: potency is read from the fitted curve at half-maximal effect; % is scaled to controls: 0 for no effect and ±100 for the full control effect; nearly all actives have a fitted effect of over 55% in size
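qHTS (up to 57 uM final) was run with 24 h compound exposure of reporter cells at 37 °C. Each well was multiplexed: SteadyGlo luminescence measured ATXN2-luciferase expression after a fluorogenic Gly-Phe-AFC viability readout (25 uM final).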
Nrf2 ARE act – activates Nrf2 signaling | AREc32 ARE-luciferase reporter (MCF7-derived line), luminescence, 24 h | Potency, µM (highest dose often 46.1 µM), for inactives: top-dose activation, hits mostly activators | 410,000 tested, 0.31% active | AID 624171; also: potency is read from the fitted curve at half-maximal effect; % of control where 0% means no effect; nearly all actives have a fitted effect of over 65% in size
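ARE-driven firefly luciferase activity in AREc32 cells measured after a 24 hr compound exposure at 37 deg C, using Steady-Glo reagent and a 30 min room-temperature hold.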
TGFb inhibitor – TGF-b pathway inhibition; HepG2 CAGA-GFP TGF-b/SMAD3 reporter, GFP fluorescence, 18 h; TGF-beta stimulated, 500 pg/mL final; Potency, µM (titrated, usually from 46.1 µM), for the others: at the top dose activity, negative = inhibition, actives largely listed as inhibitors; 410,000 tested, 1.2% active; also: potency is read from the fitted curve at half-maximal effect; % is scaled to controls: 0 for no effect and ±100 for the full control effect; nearly all actives have a fitted effect of over 65% in size
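Using HEPG2 CAGA-GFP reporter cells at 1000 cells/well, we pinned test compounds, stimulated with recombinant TGF-beta (500 pg/mL final) and measured total well GFP after 18 h.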
HepG2 viability – counter-screen for TGF-b inhibitors: cytotoxicity in HepG2 cells; 410,000 tested, 0.76% active; AID 588856; Potency, µM (top dose mostly 46.1 µM), inactives show at the highest dose activity change, negative = cytotoxicity, hits mostly cytotoxic; HepG2 CAGA-GFP viability, ATP luminescence, 18 h; also: potency is read from the fitted curve at half-maximal effect; some results filed as inactive show a strong effect at the top dose
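HepG2 CAGA-GFP cells (1000/well, DMEM with 1% FBS) received compound, then TGF-beta at 500 pg/mL final, and were incubated 18 hours at 37 degrees C. Viability was read by CellTiter-Glo luminescence. Media-only wells were set as complete cell-killing and DMSO as no toxicity.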
* marks the source's active call; other numbers are inactive results; i = inactive; ? = inconclusive; . = not tested or not shown; [ ] = dose if it differs, or a comment. Unless noted, calls follow the shape of the dose curve; as a rule, active = well fitted curve in the direction sought with a large enough effect; inconclusive = small, poorly fitted or top-dose-only effect, or another doubt; inactive = no such curve, though single readings can be large; an effect the other way counts as inactive or inconclusive.

SMILES | Nrf2 block | A549 tox | IL2 activator | ATXN viability | EPAC2 ag | ATXN2 expr inh | Nrf2 ARE act | TGFb inhibitor | HepG2 viability
Cc1n[nH]c(C)c1S(=O)(=O)N1CCCC(C(=O)NCc2ccccc2Cl)C1 (configuration not stated) | -7% | -2% | -3.7 | i | 2% | 2% | -0.2% | ? | 8%
CCOc1ccc(C(=O)Nc2ccc(NC(=S)NC(=O)CC)cc2)cc1Cl | -21% | -1% | -0.5 | i | 5% | 0% | -0.6% | -2% | -17%
Cc1cc(C(=O)NNC(=O)/C=C/c2ccc(F)cc2)c(C)o1 | -8% | 1% | -3.0 | i | -1% | 4% | 0.8% | -2% | 6%
CCc1nc2ccc(C(=O)N(C)C(C)C)cn2c1N(CC)Cc1cccc(Br)c1 | . | . | -0.8 | ? | 9% | -24% | 6.1% | -1% | -18%
O=C1NC(=O)C(=Cc2ccccc2)N1 | ? | 14% | -0.8 | i | -2% | 3% | 4.7% | 0% | 23%
O=C1N[C@@H](Cc2ccccc2)C(=O)N2CCCC12 (some centres not stated) | 3% | -5% | 0.2 | i | 8% | -2% | -0.7% | -4% | -2%
O=C(Nc1cc(S(=O)(=O)N2CCCCC2)ccc1Oc1ccccc1)C1=COCCO1 | -18% | -1% | -0.8 | i | 13% | -24% | -0.1% | -14% | -20%
O=C(Nc1ccccc1)N1CCN(Cc2ccccc2)CC1 | 22% | -2% | 0.6 | i | -1% | 30% | 0.3% | 9% | -2%
Cc1ccc(C2NS(=O)(=O)N=C2N)cc1 (configuration not stated) | -11% | -7% | -1.8 | i | 7% | -7% | -0.1% | -17% | -14%
O=S(=O)(O)c1ccc(N=Nc2ccccc2)cc1 | 2% | -13% | -4.2 | i | 2% | 3% | 2.1% | -8% | -20%
COc1ccc(/C=C/C(=O)NC(=S)Nc2ccc(C(=O)O)cc2)cc1 | -5% | -10% | -0.1 | ? | -4% | 13% | -0.7% | 2% | -1%
Cc1ccc2nc(SCC(=O)Nc3nonc3N)[nH]c2c1 | -7% | -5% | 0.5 | i | 2% | . | -0.9% | -28% | -26%
CCOC(=O)c1ccc(NC(c2ccc(N(C)C)cc2)P(=O)(OC(C)C)OC(C)C)cc1 (configuration not stated) | -3% | -1% | 0.8 | i | -3% | -14% | 2.2% | -1% | -2%
O=[N+]([O-])c1ccccc1Oc1ccc(C(F)(F)F)cn1 | -10% | 11% | -1.1 | i | 8% | 4% | -0.1% | 1% | 6%
CCN(CC(=O)NCc1ccc(Cl)cc1)C(=O)C1CCN(S(=O)(=O)c2ccc(OC)c(OC)c2)CC1 | ? | 6% | -0.4 | i | -2% | -6% | 0.7% | -1% | -6%
COc1cccc(/C=C2/NC(=O)N(CC(=O)Nc3ccc(C)cc3)C2=O)c1OCc1cccc(C(=O)O)c1 | 10% | 2% | 0.0 | i | 11% | 3% | -0.2% | -9% | -7%
COc1ccc(C(C#N)N2CCCCC2)cc1OC (configuration not stated) | -9% | 1% | -0.3 | i | 12% | 6% | 0.0% | 3% | -17%
COc1ccc(C(=O)Nc2ccc(Cc3ccncc3)cc2)cc1Br | 18µM* | ? | -1.5 | ? | 14% | . | 4.2% | ? | -71%
COc1ccc(OC)c(/C=C/C(=O)N(C)CC(=O)Nc2ccc(C)cc2)c1 | -21% | 3% | -1.1 | i | 8% | 5% | 4.4% | 17% | 0%
COCc1c(C(=O)NC(C)c2ccc(S(N)(=O)=O)cc2)oc2ccccc12 (configuration not stated) | 0% | -14% | 1.2 | i | 3% | 9% | -1.1% | -11% | 3%
CC/C(C)=N/N1C(=O)c2ccccc2NC1(C)CC (configuration not stated) | 6% | -1% | 0.5 | i | 2% | 32% | 0.3% | 0% | 9%
CCc1ccc2oc(C(=O)NCC(c3ccc(Cl)cc3)N3CCOCC3)c(C)c2c1 (configuration not stated) | -22% | -9% | . | ? | . | -18% | 0.5% | -2% | -12%
Cc1ccc(S(=O)(=O)N2CCOCC2)cc1C(=O)OCC(=O)NCCc1ccccc1 | -15% | -2% | -0.4 | i | -6% | . | 0.0% | -5% | -3%
CC(Nc1ccc(Br)cc1)C(=O)Nc1cccc(S(=O)(=O)N2CCOCC2)c1 (configuration not stated) | ? | 2% | -3.3 | i | 7% | -2% | 4.2% | ? | -23%
CCCCn1c(N)c(N(CCC(C)C)C(=O)c2cccc(N3C(=O)c4ccccc4C3=O)c2)c(=O)[nH]c1=O | 7% | 3% | 0.1 | i | -24% | 1% | 0.1% | 9% | -15%

Random excerpt: 2 compounds from above.
SMILES | Nrf2 block | A549 tox | IL2 activator | ATXN viability | EPAC2 ag | ATXN2 expr inh | Nrf2 ARE act | TGFb inhibitor | HepG2 viability
Cc1ccc(C2NS(=O)(=O)N=C2N)cc1 (configuration not stated) | -11% | -7% | -1.8 | i | 7% | -7% | -0.1% | -17% | -14%
COCc1c(C(=O)NC(C)c2ccc(S(N)(=O)=O)cc2)oc2ccccc12 (configuration not stated) | 0% | -14% | 1.2 | i | 3% | 9% | -1.1% | -11% | 3%

Ordered by formula weight (low to high): some entries from above.
SMILES | Nrf2 block | A549 tox | IL2 activator | ATXN viability | EPAC2 ag | ATXN2 expr inh | Nrf2 ARE act | TGFb inhibitor | HepG2 viability
O=[N+]([O-])c1ccccc1Oc1ccc(C(F)(F)F)cn1 | -10% | 11% | -1.1 | i | 8% | 4% | -0.1% | 1% | 6%
Cc1cc(C(=O)NNC(=O)/C=C/c2ccc(F)cc2)c(C)o1 | -8% | 1% | -3.0 | i | -1% | 4% | 0.8% | -2% | 6%
COc1ccc(/C=C/C(=O)NC(=S)Nc2ccc(C(=O)O)cc2)cc1 | -5% | -10% | -0.1 | ? | -4% | 13% | -0.7% | 2% | -1%

The listing picks up; the 2 compounds before the break are reprinted first.
SMILES | Nrf2 block | A549 tox | IL2 activator | ATXN viability | EPAC2 ag | ATXN2 expr inh | Nrf2 ARE act | TGFb inhibitor | HepG2 viability
CC(Nc1ccc(Br)cc1)C(=O)Nc1cccc(S(=O)(=O)N2CCOCC2)c1 (configuration not stated) | ? | 2% | -3.3 | i | 7% | -2% | 4.2% | ? | -23%
CCCCn1c(N)c(N(CCC(C)C)C(=O)c2cccc(N3C(=O)c4ccccc4C3=O)c2)c(=O)[nH]c1=O | 7% | 3% | 0.1 | i | -24% | 1% | 0.1% | 9% | -15%
O=C(Nc1cccc(S(=O)(=O)N2CCOCC2)c1)c1cc(S(=O)(=O)N2CCOCC2)c(Cl)cc1Cl | 16% | 1% | -0.4 | i | 0% | 4% | 0.0% | -19% | -24%
CN(c1nnc(N)s1)C1CCCCC1 | -1% | -4% | 0.1 | i | 3% | 4% | -1.0% | 6% | -1%
Cn1c(N)c(Br)c(-c2ccc(F)cc2)c(C#N)c1=O | -2% | -4% | -3.3 | i | -4% | -3% | -0.1% | 5% | -2%
CC1CCN(CC(O)COCCOc2ccc(Br)cc2)CC1 (configuration not stated) | 4% | 10% | 0.6 | i | -6% | 19% | 2.4% | 13% | 7%
O=C(CCCCCCCCN1C(=O)c2ccccc2C1=O)N1CCOCC1 | -16% | 0% | 4.2 | ? | 3% | -31% | 0.5% | 11% | 17%
COc1ccc(C2=NN(C(=O)c3ccc(Cl)c([N+](=O)[O-])c3)C(c3ccccc3)C2)cc1 (configuration not stated) | 6% | -1% | -5.4 | i | 23% | ? | -0.3% | -19% | -8%
Nc1c(N(CCC2=CCCCC2)C(=O)Cc2ccc(F)cc2)c(=O)[nH]c(=O)n1Cc1ccccc1 | ? | -11% | 0.7 | ? | 2% | 3% | 3.2% | ? | 0%
CO/N=C/c1ccc(N2CCN(C(=O)c3cccc(C(F)(F)F)c3)CC2)c([N+](=O)[O-])c1 | ? | ? | -3.4 | i | -5% | -23% | 0.6% | ? | 2%
COc1cc(C(=O)N/N=C/c2ccc(OC(=O)c3ccccc3)c(OC)c2)ccc1O | ? | -18% | -0.5 | i | 7% | -5% | 5.7% | -10% | -1%
C[C@@H]1CN([C@@H](C)CO)C(=O)CCCn2nncc2CO[C@H]1CN(C)S(=O)(=O)c1ccccc1C#N | . | . | -1.1 | i | 8% | 4% | -0.7% | -5% | 16%
CC(C)(C)OC(=O)NCc1ccc(CNC(=O)c2nc[nH]c2C(=O)NCc2ccccc2)cc1 | ? | -1% | -5.7 | ? | 6% | -23% | 4.1% | ? | 9%
COc1ccc(-n2ncc3c(NC(C)C)ncnc32)cc1 | ? | -5% | -0.8 | i | -5%[15.6 µM] | -8% | -2.4% | 14% | 13%
O=C(CSc1ccc2nnc(-c3ccccc3)n2n1)NCc1ccc2c(c1)OCO2 | 5% | 1% | -0.8 | i | -8% | 4% | -0.7% | 4% | 3%
O=C(Nc1nccs1)c1cccc(S(=O)(=O)N2CCCCC2)c1 | . | -1% | -1.4 | i | 13% | 0% | 0.0% | -1% | 1%
O=C(N/N=C/c1ccccc1C(=O)O)c1ccncc1 | 4% | 5% | -0.2 | i | 7% | 4% | 0.1% | 1% | -20%
CCOc1ccc(S(=O)(=O)Nc2ccccc2C(=O)Nc2ccccc2N2CCOCC2)cc1 | 3% | -5%[1.84 µM] | -2.2 | ? | 12% | -2% | -0.1% | -21% | -31%
CCOC(=O)C1(Cc2ccccc2)CCN(Cc2cc(OC)c3c(c2)OCO3)CC1 | 32% | 0% | -0.8 | i | 11% | -19% | -0.2% | -26% | -29%
CC(C)(C)OC(=O)N1CCC(NC(=O)c2[nH]cnc2C(=O)Nc2cccc(Cl)c2)CC1 | ? | ? | -0.6 | . | -8% | -18% | -0.6% | ? | 7%
CCN1CCN(c2ncnc3scc(-c4ccc(C)c(C)c4)c23)CC1 | -15% | -9% | 9.5 | i | 1% | -8% | -0.6% | -4% | -2%
COc1ccccc1NC(=O)CCn1c(=O)c2cccn2c2ccccc21 | 0% | -7% | 0.7 | i | 10% | . | -0.4% | -18% | -36%

The order is random; 4.3% or so of the library scored in one or more.
